Screening data (PubChem BioAssay)
GRK2 aptamer HTS: compounds blocking aptamer binding on GRK2 – biochemical, human GRK2, bead flow cytometry, HTS, primary screen. inhibition of aptamer binding, % at 10 µM. 330,000 compounds, 0.59% hits. FAM-aptamer displacement from GRK2. Beta-adrenergic receptor kinase 1 (Homo sapiens), P25098;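 active = inhibition of aptamer binding above 40%, roughly 3 SD of noise, on plates passing a quality check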;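 also: median bead fluorescence of bound FAM aptamer so fluorescent compounds give negative values; no value below 0 was filed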
VLA-4 inh: inhibition in human VLA-4 binding assay, primary screen, VLA-4 allosteric modulator project, MLPCN library, flow cytometry, VLA-4 expressing cells; 330,000 compounds, 0.2% hits; AID 2557, 2010; inhibition, % (about 7 µM as worked out from the volumes in the protocol); ligand binding flow cytometry; Integrin alpha-4 (Homo sapiens), P13612; in the data active = inhibition above about 50%
CIT2-GFP yeast: modulators of CIT2-GFP expression in yeast, primary screen, S. cerevisiae, GFP fusion, multiplex flow cytometry, MLPCN library. S. cerevisiae CIT2-GFP strain, 3 h; 100 means same as DMSO wells. GFP response vs DMSO, % at 10 µM. 320,000 compounds, 0.065% hits. AID 2029, 2009;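 active = GFP response relative to DMSO above a set limit, near the screen mean plus 3 SD, cut at about 150% in these data; inconclusive = Fewer than 70 cells measured for a yeast strain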;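 also: ratio of well median GFP fluorescence to mean of DMSO wells on the plate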
Yeast superoxide: reduction of superoxide in aged yeast, primary screen, HTS; S. cerevisiae aged cells, superoxide DHE fluorescence; active compounds read low; superoxide response (% of plate mean), % at 10 µM; 330,000 compounds, 0.18% hits; AID 2690, 2010;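 active = superoxide response under a set limit, about three screen SD below normal, cut at about 65% in these data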;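 also: yeast aged for seven days with compound at 30 °C before DHE staining; 100% = average MFI of all compound-treated wells on the plate with controls excluded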
BCLXL inh: inhibitors of human Bcl-xL, primary screen, biochemical, fluorescence polarization, HTS; GST-Bcl-xL / FITC-Bim BH3 peptide fluorescence polarization; inhibition, % at 10.9 µM; 320,000 compounds, 0.7% hits; AID 2129, 2009;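 active = inhibition above the mean of all tested compounds plus 3 SD, cutoff set per campaign, cut at about 30% in these data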;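 also: 0% = DMSO wells and 100% = unlabeled Bim-BH3 peptide competitor; inhibitors lower millipolarization by displacing the labeled peptide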
Target sequence (Q07817 whole entry, looked up): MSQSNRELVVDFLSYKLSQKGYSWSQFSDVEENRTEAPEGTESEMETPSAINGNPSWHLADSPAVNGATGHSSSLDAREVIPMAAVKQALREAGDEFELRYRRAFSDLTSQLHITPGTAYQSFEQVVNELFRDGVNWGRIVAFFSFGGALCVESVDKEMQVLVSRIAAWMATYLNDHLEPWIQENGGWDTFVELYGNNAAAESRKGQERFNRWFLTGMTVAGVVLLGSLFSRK
AGP1 TOR yeast: modulators of AGP1-GFP expression in yeast TOR pathway, primary screen, cell-based, multiplex flow cytometry, S. cerevisiae, MLPCN library; AID 2066, 2009; GFP response vs DMSO, % at 10 µM; 320,000 compounds, 0.02% hits; 3 h; GFP as percent of DMSO wells;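 active = GFP response relative to DMSO above a set limit, near screen average plus 3 SD, cut at about 150% in these data; inconclusive = fewer than 70 cells counted for the yeast strain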;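 also: median GFP channel fluorescence of the gated AGP1 strain per well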
MCL1 BIM primary: inhibitors of MCL1 binding to BIM-BH3, primary screen, biochemical, fluorescence polarization. Induced myeloid leukemia cell differentiation protein Mcl-1 (Homo sapiens), Q07820. GST-MCL1 / FITC-Bim-BH3 fluorescence polarization. inhibition, % at 10.9 µM. 320,000 compounds, 0.68% hits. AID 2057, 2009;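 active = inhibition above the mean inhibition of all tested compounds plus 3 SD, set per campaign, cut at about 40% in these data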;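 also: 0% = DMSO wells and 100% = unlabeled Bim-BH3 peptide control; higher means more loss of mP so more displacement of Bim peptide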
MEX-5 binding: MEX-5 zinc finger RNA-binding disruptors – biochemical, C. elegans, fluorescence polarization, MLPCN library, primary screen | Zinc finger protein mex-5 (Caenorhabditis elegans), Q9XUB2 | MEX-5/FITC-TCR2 RNA binding; active compounds read low | AID 1832, 2009 | 300,000 compounds, 0.38% hits | activity score (negative = inhibition of binding), % at 10 µM;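 active = inhibition past about -25% in most replicates, and total fluorescence under double the plate's negative control median, limit read from the data; inconclusive = replicates evenly split on the limit, or fluorescence at least double controls; inactive = too little inhibition in most replicates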;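 also: 0% = DMSO and -100% = 5 µM competing unlabeled TCR2 RNA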
Target sequence (Q9XUB2 whole entry, looked up): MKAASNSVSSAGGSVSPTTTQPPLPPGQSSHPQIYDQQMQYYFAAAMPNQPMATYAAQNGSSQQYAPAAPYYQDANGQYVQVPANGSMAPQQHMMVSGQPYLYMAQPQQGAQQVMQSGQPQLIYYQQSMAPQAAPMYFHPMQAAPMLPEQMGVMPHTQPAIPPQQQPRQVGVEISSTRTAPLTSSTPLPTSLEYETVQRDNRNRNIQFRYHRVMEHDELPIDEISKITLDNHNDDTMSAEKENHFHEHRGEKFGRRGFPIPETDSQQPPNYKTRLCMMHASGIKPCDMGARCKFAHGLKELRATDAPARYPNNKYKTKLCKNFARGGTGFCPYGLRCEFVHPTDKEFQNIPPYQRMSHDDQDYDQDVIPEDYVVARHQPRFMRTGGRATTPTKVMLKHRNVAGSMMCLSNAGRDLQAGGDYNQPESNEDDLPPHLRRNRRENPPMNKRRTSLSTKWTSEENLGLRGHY
GLD-1 RNA inh: GLD-1/TGE RNA complex disruptors, primary screen, biochemical, fluorescence polarization; inhibition, % at 5.96 µM; Female germline-specific tumor suppressor gld-1 (Caenorhabditis elegans), Q17339; 320,000 compounds, 0.44% hits; purified GLD-1 + fluorescein TGE RNA;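 active = percent inhibition above a per-plate cutoff, the plate mean of test compounds plus 3 SD, cut at about 30% in these data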;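 also: 0% = DMSO wells with GLD-1 and probe and 100% = wells lacking GLD-1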
* marks the source's active call; other numbers are inactive results; ? = inconclusive; . = not tested or not shown; [ ] = another dose, or the depositor's remark.

A first look (four entries):
(1) Cc1ccccc1S(=O)(=O)Nc1nc2ccccc2nc1N1CCc2ccccc2C1
(2) COc1cc(/C=N/Nc2ccc(Cl)c(C(=O)O)c2)ccc1OC(=O)c1ccco1
(3) O=C(Nc1ccccc1)c1ccc(S(=O)(=O)N2CCCCC2)cc1
(4) CCSc1n[nH]c2nc3c(c(=O)n12)C1(CCCC1)Cc1ccccc1-3
Screen / compound no.,1,2,3,4
GRK2 aptamer HTS,2,0,0,0
VLA-4 inh,-3,-2,13,23
CIT2-GFP yeast,91,90,89,82
Yeast superoxide,93,109,111,109
BCLXL inh,3,-1,-2,0
AGP1 TOR yeast,99,94,94,86
MCL1 BIM primary,6,3,-3,4
MEX-5 binding,0.7,-1.8,1.2,-2.0
GLD-1 RNA inh,5,-11,8,2

All compounds of this part, repeating the preview:
(1) Cc1ccccc1S(=O)(=O)Nc1nc2ccccc2nc1N1CCc2ccccc2C1
(2) COc1cc(/C=N/Nc2ccc(Cl)c(C(=O)O)c2)ccc1OC(=O)c1ccco1
(3) O=C(Nc1ccccc1)c1ccc(S(=O)(=O)N2CCCCC2)cc1
(4) CCSc1n[nH]c2nc3c(c(=O)n12)C1(CCCC1)Cc1ccccc1-3
(5) Cc1ccc(C)c(S(=O)(=O)N(C)Cc2cccs2)c1
(6) O=C(CC1SC(=Nc2ccccc2)N(CCO)C1=O)Nc1ccccc1 (centres undefined)
Screen / compound no.,1,2,3,4,5,6
GRK2 aptamer HTS,2,0,0,0,0,2
VLA-4 inh,-3,-2,13,23,1,5
CIT2-GFP yeast,91,90,89,82,112,93
Yeast superoxide,93,109,111,109,93,99
BCLXL inh,3,-1,-2,0,3,8
AGP1 TOR yeast,99,94,94,86,106,93
MCL1 BIM primary,6,3,-3,4,-5,7
MEX-5 binding,0.7,-1.8,1.2,-2.0,.,4.2
GLD-1 RNA inh,5,-11,8,2,6,-4

(7) Fc1ccccc1-c1[nH]ncc1-c1nnnn1-c1ccccc1
(8) NC(=O)c1ccc([N+](=O)[O-])cc1SCc1ccccc1
(9) O=C(c1cccc(F)c1)n1nnc2ccccc21
(10) CCC(CC)C(=O)c1c[nH]c(C(=O)NCc2ccncc2)c1
(11) CCCn1c(=O)c2ccccc2n2c(SCC(=O)NCc3cccs3)nnc12
(12) COc1ccc(CN2CCC(Oc3ccc(C(=O)N4CCCCC4)cc3)CC2)cc1C
Screen / compound no.,7,8,9,10,11,12
GRK2 aptamer HTS,1,4,0,0,0,0
VLA-4 inh,20,-18,5,10,2,4
CIT2-GFP yeast,103,114,96,94,89,88
Yeast superoxide,101,104,122,218,98,96
BCLXL inh,-4,3,-1,6,-14,2
AGP1 TOR yeast,106,.,101,98,104,89
MCL1 BIM primary,3,20,-7,4,-12,2
MEX-5 binding,.,-1.8,0.6,0.0,-0.2,-4.0
GLD-1 RNA inh,-3,3,3,-3,0,-17

(13) CCN(CC(=O)Nc1ccc(NC(C)=O)cc1)C(=O)CN1C(=O)C2CCCCC2C1=O (centres undefined)
(14) Cc1cccc(C)c1OCc1cc(C(=O)N2CCN(c3ccccn3)CC2)no1
(15) COc1cccc(CNc2ccc3[nH]c(=O)[nH]c3c2)c1OCc1ccccc1Cl
(16) CN(Cc1ccccc1)C(=O)COC(=O)c1cncc(Br)c1
(17) C=CC[C@@H](Cc1ccc(F)cc1)C(=O)OC[C@H]1CCCN1C(=O)[C@@H](CC=C)CC(=O)N[C@@H](CO)Cc1ccccc1
(18) COc1ccc2c(c1OC)C(=O)N(c1cccc(C)c1)C2
Screen / compound no.,13,14,15,16,17,18
GRK2 aptamer HTS,0,2,0,3,4,4
VLA-4 inh,8,-1,4,10,-6,-3
CIT2-GFP yeast,92,99,101,97,94,94
Yeast superoxide,114,96,90,94,108,95
BCLXL inh,4,3,3,1,.,5
AGP1 TOR yeast,99,85,102,107,106,100
MCL1 BIM primary,6,1,-11,6,.,2
MEX-5 binding,.,-4.2,5.1,-2.6,.,2.2
GLD-1 RNA inh,7,5,6,0,3,1

(19) COc1ccc(CC(=O)N2CCC(n3nccc3NC(=O)C3CC3)CC2)cc1
(20) O=C(NCc1cccc(Br)c1)C1CC(c2ccc(C(F)(F)F)cc2)=NO1 (centres undefined)
(21) CCOc1ccccc1C(=O)N1CCC(n2nnc3cc(C(F)(F)F)ccc32)CC1
(22) NC(=S)N/N=C\c1c(OCc2ccccc2Cl)ccc2ccccc12
(23) O=C(CCS(=O)(=O)c1cccs1)N1CCN(c2ccc(F)cc2)CC1
(24) CN1CCN(S(=O)(=O)c2cccc(S(=O)(=O)c3cccc(S(=O)(=O)N4CCN(C)CC4)c3)c2)CC1
Screen / compound no.,19,20,21,22,23,24
GRK2 aptamer HTS,0,.,2,0,0,0
VLA-4 inh,5,.,-11,3,-2,6
CIT2-GFP yeast,.,.,102,88,94,102
Yeast superoxide,106,.,104,90,116,107
BCLXL inh,3,6,3,1,-5,5
AGP1 TOR yeast,91,.,104,87,93,104
MCL1 BIM primary,3,7,2,2,3,0
MEX-5 binding,0.6,-0.9,2.6,-0.5,-0.3,-0.6
GLD-1 RNA inh,1,5,2,-4,-7,3

(25) COc1cccc(-c2nnc(SCC(=O)N3CCCC3=O)n2-c2ccccc2)c1
(26) Cc1cc(/C=N/NC(=O)C(O)(c2ccccc2)c2ccccc2)c(C)n1-c1ccc(C(=O)O)cc1
(27) COC(=O)C1=C(C(=O)OC)[C@@H]2N(C)c3ccccc3[C@@]23C[C@@H](C(=O)OC)N(C(C)=O)C3=N1
(28) CCn1c(SCC(=O)Nc2cc(C)on2)nc2c1c(=O)n(C)c(=O)n2C
(29) CC(C)C[C@H](NC(=O)OC(C)(C)C)C(=O)NCC1CCC(C(=O)N[C@@H](Cc2ccccc2)C(=O)O)CC1 (some centres undefined)
(30) CCCc1nnc(NC(=O)CCC(=O)NC2CCCCCC2)s1
Screen / compound no.,25,26,27,28,29,30
GRK2 aptamer HTS,0,4,0,1,3,0
VLA-4 inh,-13,-4,23,22,2,14
CIT2-GFP yeast,98,96,91,97,98,112
Yeast superoxide,97,56*,98,93,97,77
BCLXL inh,-1,5,1,6,5,-1
AGP1 TOR yeast,104,98,96,99,96,107
MCL1 BIM primary,-4,13,-5,2,5,-4
MEX-5 binding,0.2,-1.2,1.2,-1.8,0.6,-2.0
GLD-1 RNA inh,3,-2,7,7,-8,5

(31) CC(C)(C)NC(=O)C1CCN(C(=O)c2ccc(Br)cc2)CC1
(32) COc1ccc(NC(=O)c2ccc(N3CCOCC3)nc2)cc1
(33) CCCC(C)C(=O)Nc1ccc(S(=O)(=O)Nc2nccc(C)n2)cc1 (centres undefined)
(34) O=C(NCc1ccc2c(c1)OCO2)c1cc(-c2ccccc2)on1
(35) COc1ccc([N+](=O)[O-])cc1NCc1ccccc1
(36) Cc1nn(C(C)(C)C)c(C)c1/C=N/OC(=O)Nc1ccc(Cl)c(Cl)c1
Screen / compound no.,31,32,33,34,35,36
GRK2 aptamer HTS,1,0,0,5,2,1
VLA-4 inh,-11,12,1,-2,7,5
CIT2-GFP yeast,109,111[may fluoresce red],.,102,97,89
Yeast superoxide,98,105,104,92,96,105
BCLXL inh,-3,1,6,2,4,2
AGP1 TOR yeast,106,98[may fluoresce red],87,104,86,102
MCL1 BIM primary,-1,-5,6,4,-1,4
MEX-5 binding,-1.5,1.6,-2.3,.,0.1,-1.5
GLD-1 RNA inh,-1,-5,0,0,3,6

(37) O=C(CN1C(=O)NC(Cc2c[nH]c3ccccc23)C1=O)NCCc1ccc(F)cc1 (centres undefined)
(38) COc1ccc(OC)c(C(=O)NC(CC(N)=O)c2ccc(N3CCN(c4ccccn4)CC3)c([N+](=O)[O-])c2)c1 (centres undefined)
(39) CC(C)COC(=O)CNc1n[nH]c(=S)[nH]c1=O
(40) NNC(=O)c1cc2nc(-c3cccs3)cc(C(F)(F)F)n2n1
(41) COc1cccc(-c2nn(-c3ccc(F)cc3)cc2C(=O)NCC2CCCO2)c1 (centres undefined)
(42) COc1ccc(C[C@H](C)NC[C@@H](O)c2ccc(O)c(NC=O)c2)cc1
Screen / compound no.,37,38,39,40,41,42
GRK2 aptamer HTS,7,2,2,0,0,6
VLA-4 inh,2,5,-3,24,-5,41
CIT2-GFP yeast,99,94,102,?,103,98
Yeast superoxide,98,119,93,107,90,80
BCLXL inh,0,4,4,-1,-1,3
AGP1 TOR yeast,97,95,105,11[may fluoresce violet],111,98
MCL1 BIM primary,-11,2,9,-14,-7,6
MEX-5 binding,-0.9,-0.3,-2.1,-0.2,0.9,1.6
GLD-1 RNA inh,3,6,-11,-6,7,-2

(43) CN(C)c1ccc(C(CNC(=O)COc2ccc(Cl)cc2)N2CCCC2)cc1 (centres undefined)
(44) O=C(O)CSCNC(=O)CC12CC3CC(CC(C3)C1)C2
(45) CC1CCCCC1NC(=O)c1ccc(NC2=NC3CS(=O)(=O)CC3S2)cc1 (centres undefined)
(46) COc1ccc([C@H]2CC(=O)C=C(c3cccc(Cl)c3)C2)cc1OC
(47) COc1cc2c(cc1OC)C(C)N(C(=O)Nc1ccc(F)cc1)CC2 (centres undefined)
(48) CCOC(=O)N1CCC(NC(=O)c2cc(C(=O)NCc3cccc(Cl)c3)ccc2CO)CC1
(49) COC(=O)[C@H](CCSC)NC(=O)Cn1cnc2c(OCc3ccccc3)ncnc21
Screen / compound no.,43,44,45,46,47,48,49
GRK2 aptamer HTS,0,0,0,1,0,0,0
VLA-4 inh,9,40,0,-17,4,-10,24
CIT2-GFP yeast,92,109,108,89,105,90,98
Yeast superoxide,116,102,97,90,102,102,114
BCLXL inh,3,6,0,4,3,2,.
AGP1 TOR yeast,97,108,108,98,107,99,98
MCL1 BIM primary,6,4,2,5,-1,2,.
MEX-5 binding,1.6,-0.7,-2.9,.,1.6,-1.7,.
GLD-1 RNA inh,-6,0,3,4,-3,-9,4
